Compound activity from PubChem BioAssay.
12-LOX inh = Primary qHTS assay for inhibitors of human arachidonate 12S-lipoxygenase (ALOX12): Round 2 | purified 12hLO, xylenol orange hydroperoxide absorbance | Potency, µM (titrated, usually from 108 µM), for inactives: at the highest dose activity change, negative = inhibition, actives largely listed as inhibitors | actives 1.1% (n = 580,000) | AID 1671190, 2021
Target sequence (P18054 whole entry, looked up): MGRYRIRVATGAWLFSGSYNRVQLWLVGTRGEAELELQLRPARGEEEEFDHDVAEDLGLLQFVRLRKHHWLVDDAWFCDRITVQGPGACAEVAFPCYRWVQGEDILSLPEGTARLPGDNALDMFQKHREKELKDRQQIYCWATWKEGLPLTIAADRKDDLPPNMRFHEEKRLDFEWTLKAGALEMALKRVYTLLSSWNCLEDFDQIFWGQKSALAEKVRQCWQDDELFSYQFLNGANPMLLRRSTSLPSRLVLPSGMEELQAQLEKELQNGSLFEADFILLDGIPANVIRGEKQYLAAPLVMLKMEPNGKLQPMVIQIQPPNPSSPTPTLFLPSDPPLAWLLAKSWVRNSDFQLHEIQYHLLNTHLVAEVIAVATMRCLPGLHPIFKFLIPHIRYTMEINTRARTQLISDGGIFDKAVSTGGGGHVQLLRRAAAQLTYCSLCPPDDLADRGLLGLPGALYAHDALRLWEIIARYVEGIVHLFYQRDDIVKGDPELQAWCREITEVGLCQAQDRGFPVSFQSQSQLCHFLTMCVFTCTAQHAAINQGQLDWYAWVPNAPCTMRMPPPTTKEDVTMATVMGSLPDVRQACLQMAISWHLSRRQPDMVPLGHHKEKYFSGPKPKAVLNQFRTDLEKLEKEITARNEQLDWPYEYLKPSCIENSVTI
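Purified human 12hLO (150 nM final) in 25 mM Hepes, 0.01% Triton X-100, pH 7.0 was preincubated 15 min at room temperature with compound. Then 40 uM arachidonic acid was added, 30 min. Hydroperoxide was read by Fe-XO absorbance ratio 573/405 nm.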
GLS inh = qHTS for Inhibitors of Glutaminase (GLS). Glutaminase kidney isoform, mitochondrial (Homo sapiens), O94925. GLS enzymatic activity, qHTS titration. Potency, µM (top dose mostly 45.5 µM), for inactives: at the highest dose activity change, negative = inhibition, hits mostly inhibitors. actives 0.21% (n = 410,000). AID 624170, 2012
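Enzyme dispensed in phosphate buffer (45 mM, pH 8.2, 0.02% Tween-20), compounds pinned in, then 1 mM L-glutamine solution and the glutamate oxidase–HRP–Amplex Red mix added; fluorescence read immediately and again after 30 min at room temperature.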
An asterisk follows results filed as active; ? = inconclusive; [ ] = remark or other dose. The call rests on the fitted dose curve; in most records, active means well fitted inhibition curve with a large enough effect; inconclusive means small, poorly fitted or top-dose-only effect, or another doubt; inactive means no such curve, though single readings can be large or run the other way. On the % scale 0 is the no-effect control and ±100 the full control effect; potency means the concentration at half of the fitted maximal effect. This is a subset; count on the stated rates, not on these rows.

Molecule	12-LOX inh	GLS inh
Cc1ccc(CN2CC(N3CCN(C)CC3)CS2(=O)=O)cc1 (stereo not drawn)	-19%	-1%
O=[N+]([O-])c1ccc(CN2CC(N3CC=CC3)CS2(=O)=O)cc1 (stereo not drawn)	-2%	-10%
[O-][n+]1cccc(CO)c1	-6%[22.9 µM]	0%
Cc1onc(-c2ccccc2)c1C(=O)N[C@@H]1C(=O)N2[C@@H](C(=O)O)C(C)(C)S[C@@H]12	-30%[57.4 µM]	-7%
COCCNc1nc(NCc2cnc(C)cn2)c2sccc2n1	5%	-1%
CC(=O)Nc1cccc(Nc2cc(C)nn2C)c1	18%	-5%
CC(=O)Nc1cc(-c2ccccc2N(C)C)cn2c(-c3ccc(S(C)(=O)=O)cc3)cnc12	-14%	?
CC(=O)NC(C)(c1ccccc1)c1nc(-c2ccc(N(C)C)cc2)cs1 (stereo not drawn)	?	-2%
COc1cccc(-c2cnc3c(NC=O)cc(-c4cccc(C(=O)N(C)C)c4)cn23)c1	0%	-16%
CCOC(=O)C1=CCC(c2ccco2)N(S(=O)(=O)c2ccc(C)cc2)C1 (stereo not drawn)	?	-9%
CCCCCCNc1ccc(C(=O)OCC)cc1	?	5%
CC(=O)c1ccc2c(c1)N(Cc1ccccc1)C(=O)C(C)S2 (stereo not drawn)	4%	-2%
COc1cccc(C(O)c2nc(/C=C/c3ccc(C(F)(F)F)cc3)cs2)c1 (stereo not drawn)	-14%	-11%
CCOC(=O)[C@]12CCCC=C1N(Cc1ccc3c(c1)OCO3)C(=O)[C@H](CC(=O)NCCc1ccccc1OC)C2	16%	-12%
COc1cccc(C(C)(O)c2nc(-c3ccc(OC)c(OC)c3)cs2)c1 (stereo not drawn)	10%	-2%
CCCNC(=O)c1cc(C2CCCCN2S(=O)(=O)Cc2cccc(C(F)(F)F)c2)on1 (stereo not drawn)	-2%	-2%
COc1ccc(CNC(=O)C2(C)Cc3c(-c4ccc5c(c4)OCO5)ccnc3O2)cc1OC (stereo not drawn)	-29%	0%
Cc1cccnc1C(NC(=O)C1CCN(CCOc2ccc(F)cc2)CC1)c1ccc(Cl)cc1 (stereo not drawn)	?	0%
CCCS(=O)(=O)NC(=O)C1(C)CCCN(C(=O)CCc2cccs2)C1 (stereo not drawn)	-7%	2%
COCCCNc1ccn2nc(-c3ccc(OCc4ccccc4)cc3)cc2n1	-1%	-10%

(list continues)
Molecule	12-LOX inh	GLS inh
CC(C)(C)n1nnnc1C(CCc1ccccc1)N1CCN(C/C=C/c2ccccc2)CC1 (stereo not drawn)	-1%	-5%
NC(c1csc(NC(=O)Nc2ccccc2)n1)C1CCCCC1 (stereo not drawn)	8%	5%
CCc1nc2ccc(C(=O)NCCN3CCOCC3)cn2c1N(CCC(C)C)CCN(C)C	3%	5%
CCN(CC)c1cc2c(c3c1ccn3C)C1CCC2O1 (stereo not drawn)	-90%	35%[activator]
COc1ccc(C(O)c2nc(-c3cnn(C)c3)cs2)cc1 (stereo not drawn)	?	9%
CC(C)Nc1ncnc2c1ncn2[C@H]1CN(Cc2ccco2)C[C@@H](CO)O1	-21%	0%
Nc1ncnc2c1ncn2[C@@H]1O[C@H](C(=O)NCC(F)(F)F)[C@@H](O)[C@H]1O	?	-1%
Cc1ccc(Cl)cc1-c1cc(C(=O)NCc2ccccc2)[nH]n1	?	4%
CC1=C(C(=O)N(C(C)C)C(C)C)CC(CC(=O)NCCCCc2ccccc2)C(=O)N1Cc1ccc(F)cc1 (stereo not drawn)	-21%	-3%
CCCCC(=O)N(C)c1c(CC)nc2c(OCC(=O)c3ccc(F)cc3)cccn12	2%	-1%
O=C(O)c1[nH]c(-c2ccccc2)c2c1C(=O)N(C1CC1)C2=O	-29%	?
CSc1ccc(Cn2c(C)c(C(=O)NCc3ccc(F)cc3)sc2=O)cc1	-12%	5%
CCNC(=O)C1(C)CCN(C(=O)c2cccc3ccccc23)C1 (stereo not drawn)	-22%	0%
O=C(NCc1ccc(F)cc1)c1cc(C2CCCCN2C(=O)CCCc2ccccc2)on1 (stereo not drawn)	?	-7%
CC(C)N1C(=O)NC2NC(=O)N(C(C)C)C21 (stereo not drawn)	8%	5%
NC(Cc1ccc(Cl)cc1)c1csc(NC(=O)NCCc2ccccc2)n1 (stereo not drawn)	?	0%
CC(=O)Nc1ccc(S(=O)(=O)Nc2ccc([N+](=O)[O-])cc2)cc1	-6%	-12%
CC(C)CNC(=O)c1cccc2c(-c3ccc(F)c(F)c3)coc12	-23%	4%
CCCS(=O)(=O)NC(=O)C1(C)CCCN(C(=O)c2ccccc2Br)C1 (stereo not drawn)	?	6%
CCc1nc2c(OCc3ccccc3)cccn2c1N(C)C(C)=O	1%	1%

Already shown: an excerpt of the list.
Molecule	12-LOX inh	GLS inh
CCCS(=O)(=O)NC(=O)C1(C)CCCN(C(=O)c2ccccc2Br)C1 (stereo not drawn)	?	6%
CCc1nc2c(OCc3ccccc3)cccn2c1N(C)C(C)=O	1%	1%

Additional results
Molecule	12-LOX inh	GLS inh
O=C(NCc1ccncc1)c1ccc(-c2ccc(F)c(F)c2)c2ccoc12	-9%	0%
CC1(C(=O)NS(=O)(=O)c2ccc(Cl)s2)CCN1C(=O)c1ccc(C2CCCCC2)cc1 (stereo not drawn)	-67%	8%
CCCCn1nnnc1C(c1cc2ccccc2o1)N1CCN(CC(=O)NC(C)C)CC1 (stereo not drawn)	3%	2%
C=C1C(=O)[C@]23C[C@H]1CC[C@H]2[C@]1(C)[C@@H](OC(C)=O)CC[C@@](C)(C(=O)OC)[C@H]1C[C@@H]3OC(C)=O	-3%	3%
CC1(C(=O)NS(=O)(=O)c2ccccc2C(F)(F)F)CCN1C(=O)CC1CCCCC1 (stereo not drawn)	2%	5%
Cc1ccc(S(=O)(=O)N2C[C@H]3C(=O)C[C@@H](c4ccccc4)N(S(=O)(=O)c4ccc(C)cc4)[C@H]3C[C@H]2c2ccccc2Cl)cc1	0%	-3%
CCNC(=O)C1(C)CCCN(Cc2cccc3c2OCCO3)C1 (stereo not drawn)	3%	-1%
Cc1cc(N)c2cc(NC(=O)Nc3ccc4nc(C)cc(N)c4c3)ccc2n1	?	2%
Cc1cccc(S(=O)(=O)NC(=O)C2(C)CCN2C(=O)Cc2ccc(C(C)(C)C)cc2)c1 (stereo not drawn)	-12%	2%
CC(=O)Nc1ccc(-c2ccnc3c2CC(C(=O)NC(C)C)O3)cc1 (stereo not drawn)	-4%	2%
COc1ccccc1Cn1c(C)c(C(=O)NCc2cccc(C)c2)sc1=O	11%	-29%
CCCNC(=O)C1(C)CCN(C(=O)c2ccccc2OC(F)(F)F)C1 (stereo not drawn)	-17%	-1%
CN(C)c1ncnc2c1ncn2[C@H]1CN(Cc2ccc(Cl)cc2)C[C@@H](CO)O1	-2%	1%
CCOC1=C2CN(S(=O)(=O)c3ccc(C)cc3)[C@H](c3ccccc3)C[C@H]2[C@H]2C(=O)N(c3ccccc3)C(=O)[C@H]2C1	-5%	6%
CCc1ccc(OC2(C)CCN(Cc3ccc(SC)cc3)C2)cc1 (stereo not drawn)	-13%	-5%
CC1(C(=O)Nc2ccc(Cl)c(Cl)c2)CCN1C(=O)CC(c1ccccc1)c1ccccc1 (stereo not drawn)	?	0%
COc1ccc(C(O)c2nc(-c3cccs3)cs2)cc1 (stereo not drawn)	?	-1%
Cn1nc(-c2ccccc2)cc1NC(=O)[C@@H]1O[C@H](CO)[C@H](O)[C@H](O)[C@H]1O	5%	6%
CN1C[C@@H](CO)O[C@@H](n2cnc3c(N4CCOCC4)ncnc32)C1	8%	1%
CCc1nc2ccc(C(=O)NCc3ccc4c(c3)OCO4)cn2c1N(C)C(=O)Cc1ccccc1	4%	0%

Following part.
Molecule	12-LOX inh	GLS inh
COc1ccc(NC(=O)C2Cc3c(-c4cccc(C(N)=O)c4)ccnc3O2)cc1OC (stereo not drawn)	-5%	1%
CCOC(=O)C1CCCN(C(=O)c2c(-c3ccccc3)noc2C)CC1 (stereo not drawn)	?	-11%
COCCNC(=O)C1(C)CCN(C(=O)c2cccnc2Oc2ccccc2)C1 (stereo not drawn)	-7%	1%
CCc1nc2ccc(C(=O)NCCOc3ccc(OC)cc3)cn2c1N(C)C(=O)COc1ccccc1	1%	-23%
CCN(CC)C(=O)c1cccc(-c2csc(C(C)(O)c3ccncc3)n2)c1 (stereo not drawn)	?	1%
COc1cccc(C(=O)N2CCC[C@H]2C(=O)N2CCC[C@H]2C(=O)N[C@@H](C)c2ccccc2)c1	-23%	5%
O=C(CS)Nc1ccccc1	-20%[22.9 µM]	-11%
COc1ccc(S(=O)(=O)NC(=O)C2(C)CCN2C(=O)C2(c3ccc(Cl)cc3)CCC2)cc1 (stereo not drawn)	-37%	18%
CC(=O)Nc1cc(-c2cccc(CO)c2)cn2c(-c3ccc(C(C)=O)cc3)cnc12	-3%	3%
CCCC(=O)N1CCC1(C)C(=O)Nc1ccc(C)cc1 (stereo not drawn)	0%	-5%
CC(=O)Nc1cccc(-c2ccnc3c2CC(C)(C(=O)Nc2ccc4c(c2)OCO4)O3)c1 (stereo not drawn)	-6%	8%
CC1(Cc2cccc(C(F)(F)F)c2)C(=O)Nc2c(Cl)ccc(Cl)c21 (stereo not drawn)	-8%	-9%
COc1ccc(CN2C[C@@H](CO)O[C@@H](n3cnc4c(N5CCN(c6ccccc6)CC5)ncnc43)C2)cc1	-9%	20%
COc1cccc(C(NC(C)=O)c2nc(-c3ccc4ccccc4c3)cs2)c1 (stereo not drawn)	?	3%
CCC(=O)N1Cc2cc(C(=O)NCc3cccc(F)c3)nc(-c3cccc(C4=CCCC4)c3)c2[C@H]1CCO	?	-3%
COc1cc(-c2cc3nc(NCCc4ccc(S(N)(=O)=O)cc4)ccn3n2)cc(OC)c1OC	?	-12%
COc1ccc(NC(=O)C2Cc3c(-c4cccc(NC(C)=O)c4)ccnc3O2)cc1 (stereo not drawn)	-2%	9%
NC(COCc1ccccc1)c1csc(NC(=O)Nc2cccc(C(F)(F)F)c2)n1 (stereo not drawn)	?	11%
O=C1NCCN1CCNc1nc(NCc2ccccc2)nc2ccsc12	-7%	-1%
Cn1c(=O)c2cc(NC(=O)CC(C)(C)C)ccc2n1-c1ccccc1F	0%	2%

(continued)
Molecule	12-LOX inh	GLS inh
FC(F)(F)c1cccc(-c2cc3nc(NCCOc4ccccc4)ccn3n2)c1	-10%	-1%
CSCC[C@H](CO)NC(=O)[C@H]1O[C@@H](n2cnc3c(N)ncnc32)[C@H](O)[C@@H]1O	-5%	8%
Cc1ccccc1S(=O)(=O)NC(=O)C1(C)CCN1C(=O)C1(c2ccc(Cl)cc2)CCC1 (stereo not drawn)	?	0%
CCOC(=O)C1=CCN(S(=O)(=O)c2ccccc2C)C1c1ccc(Br)cc1 (stereo not drawn)	5%	2%
COCCCN1C(=O)C(CC(=O)NCCN2CCOCC2)CC(C(=O)N(C)C)=C1C (stereo not drawn)	-3%	-4%
Cc1nc(C(=O)N2CCC(C)(C(=O)NS(=O)(=O)C3CC3)C2)c(C)o1 (stereo not drawn)	-21%	4%

Of the compounds above, 16 contain an aryl methoxy group.
Molecule	12-LOX inh	GLS inh
COc1cccc(-c2cnc3c(NC=O)cc(-c4cccc(C(=O)N(C)C)c4)cn23)c1	0%	-16%
COc1cccc(C(O)c2nc(/C=C/c3ccc(C(F)(F)F)cc3)cs2)c1 (stereo not drawn)	-14%	-11%
CCOC(=O)[C@]12CCCC=C1N(Cc1ccc3c(c1)OCO3)C(=O)[C@H](CC(=O)NCCc1ccccc1OC)C2	16%	-12%
COc1cccc(C(C)(O)c2nc(-c3ccc(OC)c(OC)c3)cs2)c1 (stereo not drawn)	10%	-2%
COc1ccc(CNC(=O)C2(C)Cc3c(-c4ccc5c(c4)OCO5)ccnc3O2)cc1OC (stereo not drawn)	-29%	0%
COc1ccc(C(O)c2nc(-c3cnn(C)c3)cs2)cc1 (stereo not drawn)	?	9%
COc1ccccc1Cn1c(C)c(C(=O)NCc2cccc(C)c2)sc1=O	11%	-29%
COc1ccc(C(O)c2nc(-c3cccs3)cs2)cc1 (stereo not drawn)	?	-1%
COc1ccc(NC(=O)C2Cc3c(-c4cccc(C(N)=O)c4)ccnc3O2)cc1OC (stereo not drawn)	-5%	1%
CCc1nc2ccc(C(=O)NCCOc3ccc(OC)cc3)cn2c1N(C)C(=O)COc1ccccc1	1%	-23%
COc1cccc(C(=O)N2CCC[C@H]2C(=O)N2CCC[C@H]2C(=O)N[C@@H](C)c2ccccc2)c1	-23%	5%
COc1ccc(S(=O)(=O)NC(=O)C2(C)CCN2C(=O)C2(c3ccc(Cl)cc3)CCC2)cc1 (stereo not drawn)	-37%	18%
COc1ccc(CN2C[C@@H](CO)O[C@@H](n3cnc4c(N5CCN(c6ccccc6)CC5)ncnc43)C2)cc1	-9%	20%
COc1cccc(C(NC(C)=O)c2nc(-c3ccc4ccccc4c3)cs2)c1 (stereo not drawn)	?	3%
COc1cc(-c2cc3nc(NCCc4ccc(S(N)(=O)=O)cc4)ccn3n2)cc(OC)c1OC	?	-12%
COc1ccc(NC(=O)C2Cc3c(-c4cccc(NC(C)=O)c4)ccnc3O2)cc1 (stereo not drawn)	-2%	9%
